# MIN6 prolif – inducers of MIN6 beta-cell proliferation, primary screen, ATP luminescence, uHTS | proliferation, % at 10 µM | AID 2380, 2010 | hit rate 0.29% among 330,000 | MIN6 cells proliferation, ATPlite luminescence, 48 h; cells starved in 0.2% serum; 100% = growth in 10% serum;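 active means compounds whose signal lies at least 3.5 SD above the mean of all wells on their plate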;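 further: 0% = DMSO-treated cells in low-serum medium and 100% = 10% serum control; some compounds called inactive have numbers as strong as hits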
# NLRP3 yeast inh – NALP3 inflammasome inhibitors in reconstituted yeast, primary screen, luminescence, uHTS; Yeast reconstituted NLRP3/ASC/caspase-1, beta-gal luminescence, 24 h; inhibition, % at 10 µM; hit rate 0.39% among 330,000; AID 2825, 2010;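 active means inhibition of 50% or more; inactive means inhibition below 50%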;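 further: plate controls were induced DMSO wells for no effect and uninduced yeast grown without galactose for full effect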
# APOBEC3G inh – APOBEC3G DNA deaminase inhibitors, primary screen, biochemical, fluorescence, single-stranded DNA substrate, uHTS; DNA dC->dU-editing enzyme APOBEC-3G (Homo sapiens), Q9HC16; recombinant A3G, ssDNA deamination FAM/TAMRA fluorescence; inhibition, % at 20 µM; hit rate 0.28% among 330,000; AID 493012, 2011;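 active means inhibition of at least 40% at 20 µM, with no more than 30% in the related APOBEC3A deaminase screen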;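 further: plate controls were DMSO wells with A3G for no effect and wells lacking A3G enzyme for full effect; some compounds called inactive have numbers as strong as hits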
# Target sequence (Q9HC16 whole entry, looked up): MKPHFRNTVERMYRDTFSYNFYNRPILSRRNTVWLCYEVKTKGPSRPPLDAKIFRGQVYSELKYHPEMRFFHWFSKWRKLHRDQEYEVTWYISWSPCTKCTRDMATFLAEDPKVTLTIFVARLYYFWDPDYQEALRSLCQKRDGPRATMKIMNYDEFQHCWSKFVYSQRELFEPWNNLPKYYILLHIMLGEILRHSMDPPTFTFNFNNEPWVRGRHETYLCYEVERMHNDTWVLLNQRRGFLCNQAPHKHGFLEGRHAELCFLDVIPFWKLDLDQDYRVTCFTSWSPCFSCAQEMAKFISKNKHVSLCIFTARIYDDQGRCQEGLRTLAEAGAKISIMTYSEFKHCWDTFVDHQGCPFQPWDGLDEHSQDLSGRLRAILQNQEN
# hIAP activ – human IAP activators, primary screen, biochemical, luminescence, uHTS; purified human IAP, CDP-Star luminescence, 30 min; stronger effect = higher value; 1 = vehicle-only enzyme, 0 = enzyme-free background; activation factor at 10 µM; hit rate 0.16% among 330,000; AID 2524, 2010;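 active means activation factor of the enzyme at least 2-fold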; further: the source names both 10 and 20 µM as test concentration; values of inactives mirror those of a sister screen read the other way
# mIAP act – activators of mouse IAP, primary screen, biochemical, luminescence, uHTS. intestinal alkaline phosphatase [Mus musculus]. muIAP, CDP-Star luminescence, 30 min; stronger effect = higher value; 1 = vehicle-only enzyme signal, 0 = enzyme-free wells. activation factor at 10 µM. hit rate 0.24% among 330,000. AID 2805, 2010;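 active means activation factor of at least 2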; further: the source names both 10 and 20 µM as test concentration; values of inactives mirror those of a sister screen read the other way
#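 also added = chemiluminescent substrate CDP-Star | test system = mouse IAP enzyme | signal = chemiluminescence readout | compound = DMSO-dissolved test compounds | incubation = 30 min at room temperature | benchmarks = DMSO wells, no-enzyme wells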
# APOBEC3A inh – APOBEC3A ssDNA deaminase inhibitors, primary screen, selectivity assay for APOBEC3G inhibitor project, biochemical, FAM/TAMRA oligo cleavage fluorescence | recombinant A3A, FAM/TAMRA ssDNA deamination fluorescence | inhibition, % at 20 µM | hit rate 0.41% among 330,000 | AID 493011, 2011;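 active means at least 40% inhibition at 20 µM here, with at most 30% in a related deaminase screen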;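 further: plate controls were A3A with DMSO for no effect and wells lacking A3A enzyme for full effect; some results filed as inactive read as strong as hits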
# Target sequence (P31941 whole entry, looked up): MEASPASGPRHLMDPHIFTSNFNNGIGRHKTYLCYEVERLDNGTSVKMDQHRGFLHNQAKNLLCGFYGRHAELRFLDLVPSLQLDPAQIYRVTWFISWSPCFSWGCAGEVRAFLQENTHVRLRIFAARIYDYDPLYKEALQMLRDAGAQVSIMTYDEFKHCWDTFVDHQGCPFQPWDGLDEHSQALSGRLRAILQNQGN
# SENP1 inh – human SENP1 catalytic domain inhibitors, primary screen, biochemical, FRET, uHTS; Sentrin-specific protease 1 (Homo sapiens), Q9P0U3; recombinant SENP1 catalytic domain, CyPet-SUMO1-YPet FRET cleavage; inhibition, % at 10 µM; hit rate 0.21% among 360,000;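 active means inhibition at least 30% at 10 µM, raw YFP signal under a set limit, fluorescence ratio 0.5 to 1.5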;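 further: 0% = enzyme with DMSO and 100% = no enzyme wells; some results filed as inactive read as strong as hits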
# Target sequence (Q9P0U3 419-644 limits assumed): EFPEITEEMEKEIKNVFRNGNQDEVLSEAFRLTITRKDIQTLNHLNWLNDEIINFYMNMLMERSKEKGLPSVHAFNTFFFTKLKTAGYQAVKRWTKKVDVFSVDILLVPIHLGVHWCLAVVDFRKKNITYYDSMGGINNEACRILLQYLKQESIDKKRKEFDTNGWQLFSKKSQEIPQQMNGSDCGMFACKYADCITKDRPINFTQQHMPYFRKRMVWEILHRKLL
#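 Test system: recombinant human SENP1 catalytic domain, His6-tagged / Medium: pH 8 Tris buffer with EDTA, NaCl, BME, BSA, NP40, catalase / Also added: SUMO1 FRET substrate flanked by Cypet and Ypet, 25 nM / Times: 50 min reaction at room temperature / Signal: FRET, CFP and YFP emission / Control set: no-enzyme low control and enzyme-plus-DMSO high control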
# hIAP block – human IAP inhibitors, primary screen, biochemical, luminescence, uHTS; hit rate 0.12% among 330,000; purified IAP, CDP-Star luminescence, 30 min; inhibition, % at 10 µM; Intestinal-type alkaline phosphatase (Homo sapiens), P09923; AID 2544, 2010;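 active means inhibition reaching a set limit with compound at 10 µM in the primary screen, cut at about 35% in these data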;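 further: plate controls were DMSO wells with enzyme for no effect and no-enzyme buffer wells for full effect; values of inactives mirror those of a sister screen read the other way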
# mIAP inh – inhibitors of mouse IAP, primary screen, biochemical, luminescence, uHTS; intestinal alkaline phosphatase [Mus musculus]; purified mouse IAP, CDP-Star luminescence, 30 min; inhibition, % at 10 µM; hit rate 0.2% among 330,000; AID 2806, 2010;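 active means inhibition of at least 40% at 10 µM in the primary screen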;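 further: plate controls were DMSO with enzyme for no effect and no enzyme wells for full effect; values of inactives mirror those of a sister screen read the other way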
# * hit, by the source's call.
SMILES,MIN6 prolif,NLRP3 yeast inh,APOBEC3G inh,hIAP activ,mIAP act,APOBEC3A inh,SENP1 inh,hIAP block,mIAP inh
NC(=S)Nc1ncc(C(F)(F)F)cc1Cl,-3,-15,17,1,1.1,0,0,0,-6
CCC(=O)c1cc(F)c(N2CCN(S(=O)(=O)c3ccccc3)CC2)cc1C,-3,14,-4,1,0.95,-7,1,-2,5
CCOC(=O)C1CCCN(C(=O)CSc2ccc(NC(C)=O)cc2)C1 (configuration not stated),-3,2,-13,1,1,-3,0,-4,-1
CSCCC(NC(N)=O)C(=O)NCC1CCCCC1 (configuration not stated),1,17,-5,1.1,0.94,-4,-3,-7,6
C#CC(CO)N(CCN(Cc1ccccc1)C(C#C)CO)Cc1ccccc1 (configuration not stated),-4,0,-7,0.82,0.9,1,-2,18,10
N#Cc1ccc(OCc2noc(-c3ccsc3)n2)cc1,4,7,-7,1.2,0.95,-2,2,-22,5
O=C(NNC1CC(=O)N(c2cccc(Cl)c2)C1=O)c1cccs1 (configuration not stated),0,2,-5,0.98,0.88,-2,5,2,12
CCc1cc(=O)oc2cc(O[C@@H]3O[C@H](CO)[C@@H](O)[C@H](O)[C@H]3O)c(Cl)cc12,1,9,-8,1.1,1,-4,-7,-8,-1
C#CC[N+](C)(C)CCCCCCCCC,0,9,-4,1,0.99,1,2,-1,1
CCOc1ccc(NC(=O)C2CC(=O)N(CC)C(=Nc3ccc4c(c3)OCO4)S2)cc1 (configuration not stated),-2,-1,-3,1,1.2,-3,-1,-1,-16
Cc1ccc(Nc2nc(N)nc(CSc3nccn3C)n2)c(C)c1,-2,9,-8,1.1,1,-1,0,-10,-5
CCOC(=O)c1ccccc1NC(=O)COC,0,18,-4,0.97,0.95,0,-1,3,5
COc1ccc(-c2nnc(SCC(=O)NC3CC3)o2)cc1,2,14,-9,0.9,1,-5,2,10,-1
O=C1/C(=C/c2cccs2)COc2ccccc21,0,-2,-3,1,1,-3,-3,-3,-1
CCOC(=O)c1c(S(=O)(=O)NCC(=O)Nc2cccc(C)c2C)c(C)n(C)c1C,-2,0,8,0.87,1.1,-2,0,13,-8
C=CCN1C(=O)C(CC(=O)NCC)SC1=Nc1ccccc1CC (configuration not stated),-1,6,-3,0.89,0.94,-6,2,11,6
COc1ccc(O)c(C(=O)c2cnc3c(c2)CN(C)C(=O)N3)c1,-1,20,-22,0.9,0.97,21,-8,10,2
C=CCN=c1sc(C(=O)OC)cc(=O)n1CC=C,-2,-11,-11,1.2,1.1,-15,2,-22,-14
CC(=O)n1nc(-c2ccccc2)cc1-c1ccccc1,-2,41,-4,1.1,1,-1,2,-15,-2
Cc1[nH]c(=O)[nH]c(=O)c1S(=O)(=O)N1CCC(C(=O)N2CCN(Cc3ccccc3)CC2)CC1,-3,15,-4,1.1,1.1,1,0,-11,-6
c1ccc(COc2ccc(OCCN3CCCCC3)cc2)cc1,0,23,-8,1.1,0.97,-1,-2,-8,3
CCN(CC)C(=O)c1csc(Nc2ccc(C)cc2)n1,-2,-3,-2,1.1,1,-1,5,-15,0
Cc1ccc(NC(=O)CCc2c(C)nc3ncnn3c2C)nc1,-3,-16,-9,0.92,1.1,-4,1,8,-15
O=C(CNC(=S)N(Cc1ccccc1Cl)C1CCCC1)NCCCN1CCOCC1,-1,6,-15,1.4,1,-4,2,-43,-4
Cc1nc2ccc(C(=O)N3CCCC(CO)(Cc4ccc(F)cc4F)C3)cc2nc1C (configuration not stated),-3,25,2,1,0.98,-2,0,-4,2
CCN(CC)S(=O)(=O)c1ccc(OC)c(NC(=O)Cc2cccs2)c1,-1,13,16,0.99,0.93,43*,-11,1,8
COc1ccccc1C(=O)NNC(=S)NC(=O)c1sc2ccccc2c1Cl,0,22,-1,1.2,0.77,2,0,-15,23
Cc1cc(N2CCOCC2)nc2ccc(NC(=O)CCC(=O)N3CCN(c4ccccc4F)CC3)cc12,-3,16,-6,1.1,1,-1,-4,-6,-2
O=C(Nc1ccccc1N1CCN(C(=O)c2ccccc2)CC1)c1cc2ccccc2o1,-2,16,-1,0.99,0.99,1,2,1,1
Cc1ccc(S(=O)(=O)N2CCOCC2)cc1NC(=O)CN1C(=O)CN(C)C1=O,1,1,-5,0.99,1,24,3,1,-4
O=C(NCc1ccccc1)c1ccc(=O)oc1,-1,15,-5,1.2,1.1,0,-5,-20,-8
O=C(Cn1c(=O)oc2cc(S(=O)(=O)N3CCOCC3)ccc21)N1CCc2ccccc2C1,-2,13,2,1,0.94,0,2,-2,6
O=C1C2C3C=CC(C2C(=O)N1CCCO)C1C2C(=O)N(CCCO)C(=O)C2C31 (configuration not stated),0,-4,0,0.9,0.98,1,1,10,2
COc1cccc(/C=N/NC(=O)CN2CC(c3ccccc3)CC2=O)c1O (configuration not stated),-3,0,-4,1.4,1,1,-4,-45,-1
C=CCN(C(=O)CSc1nc2ccsc2c(=O)n1Cc1ccccn1)c1ccccc1,1,-3,-4,1.1,1,-2,-6,-8,-3
COc1ccccc1N1CCN(C2CCCN(C(=O)CCN3CCCCO3)C2)CC1 (configuration not stated),6,7,1,0.92,0.9,0,1,8,10
Cn1c(=O)n(C)c2cc([N+](=O)[O-])c(N3CCN(C(=O)C(C)(C)C)CC3)cc21,1,16,-9,1,0.93,-2,-1,-2,7
CC1CCCCN1S(=O)(=O)c1cccc2nonc12 (configuration not stated),-3,16,-6,1,0.88,1,5,-1,12
N#Cc1c2ccc(O)cc2n2ccccc12,-2,26,-3,1.1,1.2,-3,-29,-12,-18
COCc1[nH][nH]c(=O)c1C=Nc1ccc(OC(F)(F)F)cc1,-1,0,-3,1.2,0.97,-1,-1,-22,2
CCn1c(Cc2ccccc2)nnc1SCC(=O)Nc1ccccc1N1CCOCC1,4,-3,-4,0.93,0.92,0,1,7,8
COc1ccc2[nH]cc(C(=O)CN3CC(C)CC(C)C3)c2c1 (configuration not stated),2,20,-5,0.94,1.1,-1,-3,6,-10
CC(=O)c1cccc(NS(=O)(=O)c2ccc(N/C=C\C(=O)c3ccc(F)cc3)cc2)c1,-4,20,-4,1.1,1,-3,-18,-7,-3
O=C(NCC(=O)N1CCN(S(=O)(=O)c2ccccc2)CC1)c1ccc2ccccc2c1,2,26,-4,0.91,1,-3,3,9,0
CCOC(=O)NC1c2ccccc2Oc2ccccc21,3,22,-1,0.92,0.96,3,1,8,4
O=C1Nc2ccccc2C12OCCCO2,-2,17,-6,0.98,1,-2,1,2,0
C=CCNC(=O)CN1C(=O)c2cccc3cccc1c23,2,11,-7,0.81,0.98,-6,-18,20,2
CCCc1ccc(OCCNC(=O)c2ccccc2Br)cc1,-5,34,10,1.2,0.82,5,1,-21,18
COc1ccc(N(C(=O)c2snc(C(N)=O)c2N)C(C(=O)NC2CCCC2)c2ccc3ncccc3c2)cc1 (configuration not stated),6,8,-5,0.97,0.98,0,-12,2,2
Nc1c(Cl)ncnc1N/N=C/c1ccnc2ccccc12,0,27,-2,0.93,0.93,1,18,7,7

# Additional compounds
SMILES,MIN6 prolif,NLRP3 yeast inh,APOBEC3G inh,hIAP activ,mIAP act,APOBEC3A inh,SENP1 inh,hIAP block,mIAP inh
CCOC(=O)c1c(CN(CC)CC)n(C)c2cc(Br)c(O)cc12,-2,6,-2,1.1,1.2,-4,0,-10,-16
CCOC(=O)c1cnc2ccc(C)cc2c1Sc1ccccc1,-4,11,-4,1.4,0.98,-4,2,-38,2
COc1ccc(CCNC(=O)c2nnc(Cc3c(F)cccc3Cl)o2)cc1OC,2,8,2,1.1,0.96,5,-1,-10,4
Cc1ccc(OCCCC(=O)NCc2ccco2)cc1,0,5,-4,1,0.94,9,0,0,6
COc1cccc(NC(=S)/C(=C(\[O-])c2ccc(OC(F)F)cc2)[n+]2ccccc2)c1,-3,9,2,1.1,0.88,1,-9,-13,12
CC(C)N(C(C)C)S(=O)(=O)c1ccc(NC(=O)c2cnccn2)cc1,-3,21,0,1.1,1,1,3,-14,-1
O=C(Nc1cccc(Cl)c1N1CCOCC1)c1ccc2c(c1)OCCO2,-1,17,-9,0.94,1.1,2,1,6,-10
Cc1c(NS(=O)(=O)c2cccc(C(=O)OCC(=O)N(C)C3CCCCC3)c2)c(=O)n(-c2ccccc2)n1C,-1,7,-1,0.97,1.1,-4,3,3,-11
Cc1cc(C)cc(C(=O)NC(CC(N)=O)c2ccc(N3CCC(N4CCCCC4)CC3)c([N+](=O)[O-])c2)c1 (configuration not stated),-1,-11,-11,1,0.99,-4,0,-4,1
Cc1ccc(CNC(=O)C2CCN(S(=O)(=O)N3CCCCC3)CC2)cc1,0,25,-5,1,0.99,0,2,-1,1
Cn1c(CNC(=O)OC(C)(C)C)nnc1SCc1c(Cl)cccc1Cl,3,9,-5,1.1,1,-2,1,-6,-1
Cc1ccc2c(c1)cc(CN(CCc1ccccc1)C(=O)N1CCOCC1)c1nnnn12,-1,15,-7,0.93,1,-4,0,7,-2
CNC(=O)C(=O)NCCCN1CCOCC1,-1,13,-3,1,0.92,3,2,-2,8
Cc1nn(CC(=O)N/N=C/c2ccc(F)cc2)c(C)c1[N+](=O)[O-],-1,7,-5,1.8,1.1,1,2,-78,-8
Cc1ccc(C)c(N2CCN(C(=O)c3ccc(CS(=O)(=O)c4ccccc4C)o3)CC2)c1,-5,7,-3,0.98,0.98,1,-2,2,2
CC(NC(=S)Nc1ccc(OC(F)F)c(Cl)c1)C(C)(C)C (configuration not stated),-6,6,13,1.5,3.5*,-5,0,-46,-248
CSc1ccc(C2NC(=O)CCC2[N+](=O)[O-])cc1 (configuration not stated),1,3,-2,1,1,-2,1,-1,-2

# In a second layout: two of the compounds above.
SMILES | MIN6 prolif | NLRP3 yeast inh | APOBEC3G inh | hIAP activ | mIAP act | APOBEC3A inh | SENP1 inh | hIAP block | mIAP inh
CCOC(=O)c1ccccc1NC(=O)COC | 0 | 18 | -4 | 0.97 | 0.95 | 0 | -1 | 3 | 5
COc1ccc(-c2nnc(SCC(=O)NC3CC3)o2)cc1 | 2 | 14 | -9 | 0.9 | 1 | -5 | 2 | 10 | -1

# The list is partial; count on the stated rates, not on these rows.
